CXXC DNA block: blocks binding of human MLL CXXC domain to DNA; Q03164; MLL-CXXC / FITC-HOXA9 DNA fluorescence polarization; Potency, µM (highest dose often 115 µM), without a hit: at the top dose activity change, negative = inhibition, usual class: inhibitors; 290,000 tested, 0.037% active; AID 2662; active = well fitted inhibition curve with a large enough effect in the polarisation, with a control signal flat, not every such curve was filed as active; inconclusive = small, poorly fitted or top-dose-only effect, or effect the other way, or a change in a side signal; inactive = no such curve, though single readings can be large or run the other way; the % refers to the polarisation; also: potency is read from the fitted curve at half-maximal effect
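Purified MLL-CXXC (added from a 7 uM solution) was preincubated 5 min at ambient with pinned compounds in 50 mM Tris-HCl pH 7.5, 50 mM NaCl, 1 mM DTT, 0.05% BSA. Fluorescein-labeled HOX-A9 DNA (50 nM solution) followed, 30 min, then polarization read.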
Giardia kill: kills Giardia lamblia; Giardia lamblia trophozoite viability; activity change, % at 7.66 µM, hits read low; 340,000 tested, 0.15% active; in the data active = activity change below about -80%; inconclusive = between about -30% and that limit;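 also: parasites exposed to compound for two days anaerobically before the ATP read; % is scaled to controls: 0 for no effect and ±100 for the full control effect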
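Luminescent ATP signal served as the viability read-out, measured 15-30 min after adding ATP detection reagent to trophozoites that had been incubated with compounds for 48 hrs at 37 deg C anaerobically at 100 cells/well.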
KCNH2 WT inh: blocks the wildtype human KCNH2 potassium channel. 340,000 tested, 0.37% active. activity change, % at 1.84 µM. U2OS, BacMam KCNH2, thallium flux FluxOr; hits give low values. Q12809;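 active = maximum activity change below -70%; inconclusive = maximum activity change between -70% and -50%; inactive = maximum activity change above -50%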; also: % is scaled to controls: 0 for no effect and ±100 for the full control effect
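U2OS cells transduced with wild-type KCNH2 virus are loaded with FluxOr dye for 45 min, and thallium flux is measured in kinetic reads before and after stimulation buffer. Rate constants are normalized to DMSO controls.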
Chronic BCR inh: inhibitors of chronic active B-cell receptor signaling | ABC-DLBCL IkBa-CBG/CBR reporter, luminescence ratio, 4 h | Potency, µM (titrated, usually from 46.1 µM), inactives show at the highest dose ratio change, negative = lower green/red ratio, actives largely listed as inhibitors | 340,000 tested, 0.05% active | AID 493014; active = well fitted inhibition curve with a large enough effect in the signal ratio, with a control signal flat, not every such curve was filed as active; inconclusive = small, poorly fitted or top-dose-only effect, or effect the other way, or a change in a side signal; the % refers to the signal ratio;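 also: potency is read from the fitted curve at half-maximal effect; plate controls were basal doxycycline-induced cells for no effect and cells given 10 µM MG132 for full effect; MG132 reads +100%, hits lower the ratio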
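Doxycycline induced both beetle luciferases in TMD8 lymphoma cells; IKK-driven degradation limits the IkappaBalpha-fused green signal, while red luminescence normalises for cell number and nonspecific effects. Compounds tested up to 46 uM, 4 hrs.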
GALK inh: blocks human galactokinase activity; Potency, µM (top dose mostly 57.5 µM), for the others: top-dose activity change, negative = inhibition, hits mostly inhibitors; Purified GALK, Kinase-Glo residual ATP luminescence; AID 1868; 270,000 tested, 0.007% active; also: potency is read from the fitted curve at half-maximal effect; % is scaled to controls: 0 for no effect and ±100 for the full control effect
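Luminescence from leftover ATP (Ultra-Glo luciferase/luciferin) served as read-out after a 1 h room-temperature reaction of 5 nM GALK with 35 uM ATP and 100 uM galactose.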
TCR activator: activates T cell receptor signaling | primary human leukocytes, anti-CD3, IL-2 HTRF, 48 h | Potency, µM (highest dose often 9.22 µM), inactives show at the highest dose activation of IL-2 secretion, hits mostly activators | 330,000 tested, under 10 active; also: % of control where 0% means no effect
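Compounds are tested in HTS on primary human leukocytes co-incubated with a-CD3 beads for 48 hr. IL-2 output is measured by time-resolved FRET.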
Coupling enz: coupling enzyme interference in Giardia aldolase counter-screen | coupling enzyme system counterscreen, AmpLite Red fluorescence | 290,000 tested, 0.67% active | AID 2472 | activity change, negative = inhibition, % at 58.2 µM, hits read low; in the data active = activity change below about -30%; also: % is scaled to controls: 0 for no effect and ±100 for the full control effect
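Coupling enzymes only (glyceraldehyde-3-phosphate) + compound, at 57.5 uM final, 10 min RT; add substrate/coupling/AmpLite Red mix, 20 min RT; fluorescence ex 525/em 598 nm. Actives flag coupling-system interference.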
Tb PFK inh: T. brucei PFK enzyme inhibition. O15648. T. brucei PFK, ADP-Glo luminescence. Potency, µM (top dose mostly 57.5 µM), inactives show top-dose activity, negative = inhibition, actives largely listed as inhibitors. 330,000 tested, 0.17% active;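 also: potency is read from the fitted curve at half-maximal effect; 0% = uninhibited 1x PFK enzyme wells and -100% = no-enzyme wells; nearly all actives have a fitted effect of over 60% in size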
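Activity is normalized to no-enzyme wells (full inhibition) and 1.25 nM enzyme wells (no inhibition). Reaction: 0.5 mM F6P, 0.1 mM ATP, 45 min RT, ADP-Glo luminescence; concentration-response curves fitted and classed by quality.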
AT treatment: potential ataxia-telangiectasia treatment | […] A-T fibroblasts, KAP-1 phosphorylation AlphaLISA; neocarzinostatin DNA damage 30 min before lysis | Potency, µM (highest dose often 57.5 µM), without a hit: at the highest dose activation, most hits filed as activators | 320,000 tested, 0.19% active | AID 485349; also: potency is read from the fitted curve at half-maximal effect; % of control where 0% means no effect; nearly all actives have a fitted effect of over 45% in size
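hTERT-immortalized A-T patient fibroblasts ([…]), 500 cells/well in OPTI-MEM, 1% FBS, got compounds for 60 min, then NCS for 30 min at 37C. Lysates were then assayed for phospho-KAP-1 by AlphaLISA (anti-pKAP1 donor, anti-KAP1 acceptor beads), 6 hr at 25C.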
TSHR antagonist: blocks TSH signaling through the human TSH receptor. P16473. AID 504810. 330,000 tested, 0.2% active. activity change, negative = inhibition, % at 11.5 µM. TSHR-expressing cells, TSH-stimulated cAMP HTRF, 2 h; hits give low values;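 active = activity change below a set negative limit, meaning inhibition stronger than a set level, cut at about -70% in these data; inconclusive = activity change between two set negative limits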; also: % is scaled to controls: 0 for no effect and ±100 for the full control effect
Target sequence (P16473 whole entry, looked up): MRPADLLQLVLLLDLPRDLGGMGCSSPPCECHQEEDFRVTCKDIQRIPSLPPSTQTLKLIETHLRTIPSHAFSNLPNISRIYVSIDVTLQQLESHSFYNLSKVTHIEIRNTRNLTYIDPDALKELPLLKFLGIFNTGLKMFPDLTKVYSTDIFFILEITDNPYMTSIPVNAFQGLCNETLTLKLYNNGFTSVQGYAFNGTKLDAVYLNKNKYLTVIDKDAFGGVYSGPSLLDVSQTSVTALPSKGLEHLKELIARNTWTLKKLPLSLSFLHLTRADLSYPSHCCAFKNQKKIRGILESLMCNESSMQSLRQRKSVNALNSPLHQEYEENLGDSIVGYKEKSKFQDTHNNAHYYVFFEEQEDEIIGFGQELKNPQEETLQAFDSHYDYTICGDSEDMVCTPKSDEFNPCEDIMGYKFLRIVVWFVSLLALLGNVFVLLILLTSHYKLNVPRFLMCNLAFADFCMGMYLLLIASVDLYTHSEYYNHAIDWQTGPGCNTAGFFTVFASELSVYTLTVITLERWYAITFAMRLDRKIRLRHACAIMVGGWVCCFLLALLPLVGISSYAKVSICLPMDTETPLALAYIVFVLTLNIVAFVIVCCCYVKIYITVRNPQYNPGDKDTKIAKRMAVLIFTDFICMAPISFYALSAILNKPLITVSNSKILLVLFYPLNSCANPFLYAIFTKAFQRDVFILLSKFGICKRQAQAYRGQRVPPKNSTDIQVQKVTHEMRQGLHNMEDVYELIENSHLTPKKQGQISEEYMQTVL
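Competitive HTRF cAMP read-out (cryptate anti-cAMP antibody, cAMP-d2; 30 min, room temperature) in freshly harvested TSHR cells. Compounds added before TSH at EC80 (4nM final), followed by 2 hours' incubation at 37 deg C.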
The depositor's hits bear a star; ? = inconclusive; . = no result given; [ ] = dose if it differs, or a comment. Unless noted, calls follow the shape of the dose curve; as a rule, active = well fitted curve in the direction sought with a large enough effect; inconclusive = small, poorly fitted or top-dose-only effect, or another doubt; inactive = no such curve, though single readings can be large; an effect the other way counts as inactive or inconclusive.

SMILES	CXXC DNA block	Giardia kill	KCNH2 WT inh	Chronic BCR inh	GALK inh	TCR activator	Coupling enz	Tb PFK inh	AT treatment	TSHR antagonist
CC(C)Nc1nnc(SCC(=O)c2c[nH]c3ccccc23)s1	8%	-3	-33	-6%	0%	-4%	-5	0%	-2%	12
CCN1CCN(C(=O)C(C)Sc2nnc3nc(C)cc(C)n23)CC1 (configuration not stated)	.	10	0	0%	.	4%	.	-1%	1%	2
O=C1c2ccccc2CN1c1ccccc1	3%	-5	-2	?	4%	8%	6	-7%	-6%	10
O=C(N1CCOCC1)N1CCc2ccccc21	4%	-14	11	-2%	-4%	-14%	1	-5%	1%	13
O=[N+]([O-])c1ccc(O)c(/C=N/n2c(-c3ccccc3)n[nH]c2=S)c1	-27%	-5	-3	-4%	2%	.	8	1%	3%	-17
CCc1ccc(NC(=O)CN2C(=O)CC(C)S(=O)(=O)c3ccccc32)cc1 (configuration not stated)	5%	6	5	-1%	-4%	-3%	0	-2%	-2%	-6
Cc1nn(C)c(Oc2cccc(Cl)c2)c1C(=O)O	1%	-3	-2	6%	1%	-4%	6	-1%	-5%	-4
CC(=O)Nc1ccc(Oc2ccc3c(c2)C(=O)NC3=O)cc1	-2%	-16	27	-2%	0%	-14%	0	0%	-2%	4
N#Cc1cc(-c2ccccc2)nnc1Oc1ccccc1Cl	-17%	-6	-6	-3%	2%	3%	4	0%	8%	-10
Cc1ccnc(NS(=O)(=O)Cc2ccccc2)c1	14%	0	2	?	-1%	-4%	1	1%	-5%	21
O=[N+]([O-])c1nn(-c2ccc3c(c2)OCCO3)n(O)c1=NC1CCCCCC1	-8%	?	-20	1%	4%	5%	-1	5%	.	-4
O=C(OCc1ccccc1)/C(=C(\O)c1ccccc1Br)c1ccc(-c2ccccc2)cn1	.	8	-2	-8%	.	-3%	.	0%	11%	-2
C=C(C)C(=O)Nc1cccc(C2=NOC3(C2)C[C@@H](C(N)=O)N(C(=O)c2cc([N+](=O)[O-])cc([N+](=O)[O-])c2)C3)c1 (some centres not stated)	12%	15	1	0%	1%	-7%	3	?	0%	-4
CC(C)OP(=O)(OC(C)C)C(Nc1ccccc1)c1ccccc1C(F)(F)F (configuration not stated)	-9%	-21	0	?	-2%	0%[46.1 µM]	-3	-4%	0%	-5
O=C(Cn1cnc2c(NCc3ccccc3)ncnc21)NCCc1cc2ccccc2[nH]1	.	29	-19	-9%	.	0%[46.1 µM]	.	-4%	6%	7
O=C(OCc1csc(-c2ccccc2)n1)c1ccccc1O	3%	17	4	?	1%	2%	-3	0%	?	8
COc1cc2c(cc1OC)C(c1ccccc1C)CC(=O)N2 (configuration not stated)	-6%	0	-6	-1%	-2%	5%	2	-1%	13%	-6
CCNC(=S)NCCN1CCCCC1	-7%	-19	2	-6%	0%	2%	3	3%	.	-2
Oc1cccc(Nc2nc(O)c(/C=C3\C=Nc4ccccc43)s2)c1	?	52[activator]	7	?	4%	-5%	0	2%	-6%	-21
Cn1c(CC(=O)NNC(=O)c2cccnc2)nc2ccccc21	.	-6	1	6%	.	2%	.	-12%	1%	4
CN(/C=C1/C(=O)CNC1=O)CCO	-3%	19	-9	-2%	0%	2%	0	-1%	9%	18
Cc1cccc(-c2nnc(SCC(=O)Nc3cc(C)on3)n2C)c1	10%	12	0	3%	5%	2%	7	-2%	-6%	9
O=C(NCCCc1ccccc1)c1ccc(CS(=O)Cc2ccc(Cl)cc2)o1 (configuration not stated)	16%	26	-44	?	-6%	1%	.	-3%	5%	-7
CS(=O)(=O)Nc1ccccc1N=C(c1ccccc1)c1ccccc1	-2%	-17	3	-1%	4%	-3%	1	-1%	3%	17
COCCCN1C(=O)/C(=C/c2ccc(CNS(=O)(=O)c3ccccc3)o2)C(C(=O)OC)=C1C	?	-7	-2	0%	-1%	4%	-11	1%	-4%	-2
COc1ccccc1C/C(N)=N/OC(=O)COc1cc(C)cc(C)c1C	15%	26	11	4%	-1%	0%	0	-1%	10%	-2
CCn1c(SCC(=O)Nc2cccc(C)n2)nnc1-c1ccco1	-4%	-1	-9	7%	1%	6%	-5	2%	4%	9
COc1ccc(C(=O)O)cc1S(=O)(=O)NCCc1ccccn1	-19%	-6	-6	?	2%	1%	7	0%	-18%	22
COc1ccc(CNC(=O)CCC(=O)Nc2nnc(CC(C)C)s2)cc1	-1%	-5	5	-4%	3%	-2%	0	-12%	1%	6
CN(c1ccccc1)S(=O)(=O)c1ccc(Cl)c(C(=O)OCC(=O)N2CCOCC2)c1	-9%	8	-11	2%	0%	-6%	4	3%	1%	-8
NC(=O)CN1CCN(c2cccc(Cl)c2)CC1	-1%	4	-4	1%	7%	-2%	2	-10%	5%	-4
CCOc1ccc(S(=O)(=O)NCCC(=O)N2CCCCCCC2)cc1	.	-5	2	6%	.	-4%	.	-2%	5%	-5
Cc1nnc(-c2ccccc2)c[n+]1[O-]	3%	-27	2	-1%	4%	1%	4	-1%	3%	4
O=C(/C=C/c1ccc(Cl)cc1)NCCSc1ccccc1	0%	?	-3	5%	2%	2%	0	-10%	-7%	-4
Cc1cc(NS(=O)(=O)c2ccc(NC(=O)C(C(C)C)N3C(=O)c4ccccc4C3=O)cc2)nc(C)n1 (configuration not stated)	-8%	-7	32	6%	5%	8%	18	1%	7%	-3
Cn1c(-c2ccccc2)cnc1N	23%	-4	6	?	-1%	5%	.	1%	3%	-18
COc1cccc(Cn2c(NCc3ccco3)nc3c2c(=O)n(C)c(=O)n3C)c1	13%	-18	-1	3%	2%	2%	-2	-1%	5%	-1
Cc1ccc(Cl)cc1NC1=NC(=S)N(C(C)C)C12CCCCC2	-11%	-26	-1	1%	0%	0%[46.1 µM]	-1	0%	2%	-6
CC(=O)Oc1ccc2nc(CN3C(=O)c4ccc([N+](=O)[O-])cc4C3=O)oc(=O)c2c1	-6%	8	-6	0%	1%	4%	3	-2%	-1%	-5
CC1CCCCN1CCNC(=O)C1CCN(S(=O)(=O)c2cccc3cccnc23)CC1 (configuration not stated)	1%	16	-12	-7%	0%	-4%	2	-11%	9%	8

Only Tb PFK inh, Coupling enz and AT treatment, for three of the compounds above:
SMILES	Tb PFK inh	Coupling enz	AT treatment
CN(c1ccccc1)S(=O)(=O)c1ccc(Cl)c(C(=O)OCC(=O)N2CCOCC2)c1	3%	4	1%
COc1cc2c(cc1OC)C(c1ccccc1C)CC(=O)N2 (configuration not stated)	-1%	2	13%
NC(=O)CN1CCN(c2cccc(Cl)c2)CC1	-10%	2	5%

New compounds follow.
SMILES	CXXC DNA block	Giardia kill	KCNH2 WT inh	Chronic BCR inh	GALK inh	TCR activator	Coupling enz	Tb PFK inh	AT treatment	TSHR antagonist
O=C(O)CCc1ccc(-c2ccccc2)n1CC(=O)O	-5%	-6	-6	23%	0%	8%	6	19%	-7%	-3
CN1CCN(C(=S)NC(=O)c2ccc(C(C)(C)C)cc2)CC1	1%	3	-1	-5%	1%	-4%[46.1 µM]	2	-1%	-2%	3
Cc1cc(NS(=O)(=O)c2ccc(NC(=S)NC(=O)c3ccc(Br)cc3)cc2)no1	-2%	-1	-6	6%	0%	3%[46.1 µM]	10	16%	3%	-4
COc1cc(CC(NC(C)=O)C(=O)NC2CCN(C(=O)c3ccc(C)cc3)CC2)cc(OC)c1 (configuration not stated)	-16%	21	-1	0%	3%	3%	-1	-4%	4%	4
CC(=O)Nc1c(C#N)c(C(C)(C)C)cn1C	1%	-12	-1	1%	-3%	-1%	0	-18%	-4%	8
CC1=NNC(=O)C1CC(=O)N/N=C(/C)c1cccc([N+](=O)[O-])c1 (configuration not stated)	7%	3	6	0%	-1%	0%	4	-4%	-6%	13
Cc1cc(C)cc(OCC(=O)Nc2ccc(S(=O)(=O)Nc3ccccn3)cc2)c1	2%	5	-5	-2%	-1%	3%	2	1%	-6%	-5
[O-][N+]12CCN(CC1)c1ccccc12	4%	?	-5	3%	3%	.	4	2%	19%	3
Cc1nc2c(C)cccn2c1/C(O)=C1\C(=O)C(=O)N(CCN(C)C)C1c1ccccc1 (configuration not stated)	-3%	-9	-4	4%	-2%	9%	-2	-8%	-27%	1
O=C(Nc1ccc(OC(F)(F)F)cc1)C1CCCN(S(=O)(=O)c2cnc[nH]2)C1 (configuration not stated)	5%	10	5	?	2%	-9%	.	5%	-2%	-4
CNS(=O)(=O)c1ccc(NC(=O)C2CC(=O)N(c3ccc(Cl)cc3)C2)cc1 (configuration not stated)	0%	2	-1	0%	14%	-8%	2	-20%	0%	-7

Compound profiles, from the list above. Values in the order: CXXC DNA block, Giardia kill, KCNH2 WT inh, Chronic BCR inh, GALK inh, TCR activator, Coupling enz, Tb PFK inh, AT treatment, TSHR antagonist
Cc1cc(C)cc(OCC(=O)Nc2ccc(S(=O)(=O)Nc3ccccn3)cc2)c1 is listed as 2%, 5, -5, -2%, -1%, 3%, 2, 1%, -6%, -5
CC(=O)Nc1c(C#N)c(C(C)(C)C)cn1C is listed as 1%, -12, -1, 1%, -3%, -1%, 0, -18%, -4%, 8
